PAFAH1B2 inh: blocks human PAF acetylhydrolase 1b catalytic subunit 2 | inhibition, % at 3.39 µM | AID 492953 | recombinant PAFAH1B2, FP-rhodamine activity probe, fluorescence polarization | P68402 | 1.2% of 340,000 active;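 active = inhibition above the mean of all tested compounds plus 3 SD, cut at about 24% in these data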;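 note: 0% = enzyme with DMSO and 100% = wells lacking PAFAH1B2; many of its hits are not listed in these tables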
Target sequence (P68402 whole entry, looked up): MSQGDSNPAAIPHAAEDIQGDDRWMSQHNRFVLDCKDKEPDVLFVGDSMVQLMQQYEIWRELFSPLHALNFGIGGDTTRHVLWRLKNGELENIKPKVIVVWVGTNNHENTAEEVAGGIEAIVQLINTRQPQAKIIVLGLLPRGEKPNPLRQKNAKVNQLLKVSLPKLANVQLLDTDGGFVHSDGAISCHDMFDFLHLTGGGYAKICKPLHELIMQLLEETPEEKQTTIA
PAFAH1B3 FP inh: inhibitors of human PAFAH1B3 | Q15102 | recombinant PAFAH1B3, FP-rhodamine probe, fluorescence polarization | inhibition, % at 3.39 µM | 0.28% of 340,000 active;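 active = inhibition above the screen-wide average of all tested compounds plus 3 SD, cut at about 25% in these data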;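 note: 0% = enzyme with DMSO only and 100% = wells lacking PAFAH1B3 protein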
Target sequence (Q15102 whole entry, looked up): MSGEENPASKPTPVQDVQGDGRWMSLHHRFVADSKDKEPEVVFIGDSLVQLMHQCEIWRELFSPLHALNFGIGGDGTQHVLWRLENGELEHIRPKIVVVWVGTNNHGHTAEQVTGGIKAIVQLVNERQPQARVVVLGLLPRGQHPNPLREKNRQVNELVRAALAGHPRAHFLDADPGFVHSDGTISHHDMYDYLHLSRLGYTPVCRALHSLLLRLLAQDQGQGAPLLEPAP
PAFAH2 FP inh: PAFAH2 (human) inhibition | recombinant PAFAH2, FP-rhodamine activity probe, fluorescence polarization | inhibition, % at 3.39 µM | 0.99% of 340,000 active;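 active = inhibition above the mean over all tested compounds plus 3 SD, cut at about 30% in these data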;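 note: inhibitors block probe labeling of enzyme so polarization drops; 0% = enzyme with DMSO and 100% = wells lacking PAFAH2 protein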
Starred values were filed as active, the others as inactive. Only part of the results is shown; the hit share may differ from the screen's.

mol | PAFAH1B2 inh | PAFAH1B3 FP inh | PAFAH2 FP inh
COc1ccc(/C=C(\NC(=O)c2ccc(OC)cc2)C(=O)Nc2ccc(C(=O)O)cc2)cc1 | 6 | 3 | -7
COCCn1c(C)cc(/C=C(\C#N)C(=O)OCC(=O)Nc2ccc(S(N)(=O)=O)cc2)c1C | -17 | -26 | -40
Cc1ccccc1NC(=S)NNC(=O)c1ccco1 | 3 | -4 | -4
Nc1ccc(S(=O)(=O)c2cc(O)c3ccccc3c2O)cc1 | 19 | 18 | 21
COc1ccc2cc(C(=O)NCC(=O)O)sc(=O)c2c1OC | 2 | -5 | 7
Cc1cnn(C(=O)Cn2nc(C(F)F)c(Br)c2C)c1 | 0 | 2 | -3
Cc1cccc(OCc2nnc(SCC(=O)N(C)C3CCCCC3)o2)c1 | 1 | 3 | 1
COc1ccc(OC)c(NC(=O)C(C#N)=Cc2ccco2)c1 | 6 | 0 | -4
CC(=NO)c1ccc2c(c1)Cc1cc([N+](=O)[O-])ccc1-2 | -2 | 13 | 3
COc1ccc(Cc2nc3c([nH]2)c(=O)n(C)c(=O)n3C)cc1OC | 5 | 6 | -1
Clc1ccccc1-c1nnc2sc(-c3ccccn3)nn12 | 6 | 9 | 0
S=c1[nH]ccc2ccccc12 | 4 | 8 | 8
Cc1ccc(NC(=O)c2cc(S(=O)(=O)N3CCCCC3)ccc2N2CCOCC2)cc1S(=O)(=O)N(C)C | 27* | 26* | 28
O=C(Cc1ccc(NC(=O)C2CCN(C(=O)C3CC3)CC2)cc1)Nc1cccc(C(=O)N2CCCCC2)c1 | 6 | 2 | -5
Cc1ccc(SCCN2CCN(C)CCC2=O)cc1 | 6 | -1 | 5
CCN(CCn1cccn1)C(=O)c1cc(COc2ccccc2SC)on1 | 1 | -5 | -1
O=S1c2ccccc2Sc2ccccc21 | 7 | -2 | 4
COc1ccccc1C=NN=Cc1ccccc1OC | 3 | 1 | 6
CC(=NNC(=S)N1CC2CCC(CC2)C1)c1ccncn1 | 1 | 4 | 9
O=C(CN1CCCc2ccccc21)Nc1cccc(S(=O)(=O)N2CCOCC2)c1 | 0 | -2 | 1
COC1OC(CO)C(N=C(C)C)C1O (stereo unspecified) | 4 | -2 | -5
COC(=O)c1c(NC(=S)NNS(=O)(=O)c2ccc(OC)cc2OC)sc2c1CCCCCC2 | 21 | 7 | -2
Cc1occc1-c1nnc(SCC(=O)N2CCCCC2)n1C | -3 | 5 | 8
O=C1CN(S(=O)(=O)c2cccc(Cl)c2Cl)CCN1 | 6 | 2 | 2
CCCCN(CC)C(=O)CSc1nc2c(sc(=S)n2-c2ccc(OCC)cc2)c(=O)[nH]1 | -1 | 6 | 3
CN(C)c1ccc(-c2nn3c(-c4ccc(Cl)cc4)nnc3s2)cc1 | -2 | 2 | 2
CC(Sc1n[nH]c(=O)n1Cc1ccccc1)C(=O)NCC1CCCO1 (stereo unspecified) | -3 | -2 | 1
O=C1CC2C(CCC23OCCO3)c2ccc3ccccc3c21 (stereo unspecified) | -2 | -4 | -1
CCc1ccc(CCC(=O)N2CCN(S(=O)(=O)c3sc(C(=O)O)c(C)c3C(=O)O)CC2)cc1 | 5 | 10 | 7
Cc1cccc(OCc2ccccc2)n1 | 0 | 7 | 0
COc1cc(OC)c(C(=O)/C=C/c2ccc(OCc3ccccc3)c(OC)c2)c(OC)c1 | 1 | 4 | 0
C=CCOC(=O)N1CCC2CC1c1cc(-c3ccc(OC)cc3)ccc12 (stereo unspecified) | 1 | 6 | 10
O=C(CSCC(=O)NC1CC1)Nc1ccc2ccccc2c1 | 0 | 6 | 14
COc1ccc(C=NNC(=O)CCCCC(=O)NN=Cc2ccc(OC)cc2)cc1 | 2 | 11 | -4
COc1ccccc1N1CCN(C(=O)c2nn(-c3ccccc3OC)c(=O)c3ccccc23)CC1 | 4 | 4 | -6
N#Cc1ccc(OCC(=O)OCC(=O)c2ccc[nH]2)cc1 | 0 | 1 | 3
CCCCCOC(=O)C1=C(C)NC(=O)NC1c1ccccc1 (stereo unspecified) | -5 | 0 | -10
COc1ccc(NC(=O)c2cc(S(=O)(=O)N3CCCCC3)ccc2C)cc1S(=O)(=O)N1CCOCC1 | -4 | 11 | 5
Cc1ccc(NC(=O)c2csc(-c3ccccc3)c2C)cc1 | 7 | 6 | 1
O=C(Nc1cccc(F)c1)NC1CCCCCCC1 | 7 | 0 | -8
N#Cc1ccc(Oc2ccc(C#N)c(C#N)c2)cc1C#N | 0 | 10 | 8
COc1cc(C2C(C#N)=C(N)Oc3cc(C)n(CC4CCCO4)c(=O)c32)cc2c1OCO2 (stereo unspecified) | 5 | 8 | 3
Cc1cc(O)c(C(C)C)cc1NC(=S)Nc1cc(C(C)C)c(O)cc1C | -1 | 4 | -3
COc1ccc(N2CCN(C(=O)c3[nH]c4ccc(OC)cc4c3C)CC2)cc1 | 0 | 3 | 6
COC(C[C@@H]1O[C@H]1[C@H](O)COCc1ccccc1)OC | 0 | 6 | 4
Cc1oc(/N=C/c2ccccc2)c(C#N)c1C | -2 | 9 | -8
O=C(C1CCC1)N1CCN(c2ccc(C(F)(F)F)cc2[N+](=O)[O-])CC1 | 0 | 7 | -1
Cc1ccccc1N1CCN(C(=O)c2cccnc2)CC1 | 4 | 3 | 8
CC(=O)Nc1ccc(C(=O)CSc2nnc(-c3ccccc3F)n2CCc2ccccc2)cc1 | 3 | 4 | 0
CSCCC(NC(=O)c1ccccc1Cl)C(=O)NCC1COc2ccccc2O1 (stereo unspecified) | 0 | 2 | 5

Looked up above:
Value of Cc1ccccc1N1CCN(C(=O)c2cccnc2)CC1 in PAFAH2 FP inh: 8
Value of COc1ccc(N2CCN(C(=O)c3[nH]c4ccc(OC)cc4c3C)CC2)cc1 in PAFAH1B2 inh: 0

The list continues.
mol | PAFAH1B2 inh | PAFAH1B3 FP inh | PAFAH2 FP inh
Cc1ccc(NC(=O)NC2CCCCCCC2)cc1C | 1 | -4 | -14
O=C(O)c1cccc(Br)c1 | 1 | 3 | -1
COCCNC(=S)NNC(=O)c1cc(-c2cccnc2)nc2ccccc12 | 2 | 0 | -4
CCOc1cc(/C=N/N=C2/NC(=O)C(CC(=O)O)S2)ccc1OS(=O)(=O)c1ccc(C)cc1 (stereo unspecified) | 10 | 9 | 1
O=C(Nc1ccc(C(=O)N2CCCC2)cc1)C1CC1 | 2 | 12 | -2
CC(C)(C)S(=O)(=O)N1Cc2ccc(CO)cc2[C@H]1CCO | 1 | 1 | -6
O=C(Nc1ccc(-n2cnnn2)cc1)c1cc(S(=O)(=O)N2CCCC2)ccc1Cl | 0 | 3 | -3
Cc1oc2c(C)c3oc(=O)c4c(c3cc2c1C)CCC4 | 0 | 6 | 11
O=C(COc1nsnc1N1CCOCC1)N1CCOCC1 | 3 | 2 | -1
COc1ccc(NC(=O)N(O)C2(C#N)CCCCC2)cc1 | 2 | 2 | 3
COc1cc(/C=N\NC(=O)C(C)(C)O)ccc1OC/C=C/c1ccccc1 | 6 | 8 | 2
Cn1c(=O)[nH]c(=O)c2[nH]c(CO)nc21 | 4 | 7 | 3
OCC[C@@H]1NCc2cc(CO)cc(-c3ccccc3)c21 | 10 | 12 | -4
Cc1ccnc(NC(=O)CCC(=O)N(CC(=O)NCCc2ccccc2)Cc2ccco2)c1 | 3 | -9 | -6
COc1ccccc1OCCNC(=O)CCC(=O)N1CCOCC1 | -4 | -4 | -11
N=C(N)SCc1cn(-c2ccccc2)nc1-c1ccc(Br)cc1 | -1 | 9 | -2
O=C(Nc1ccc(Oc2cccnc2)cc1)C1CCN(Cc2ccccc2F)CC1 | 2 | 4 | 8
CCN(C(=O)COC(=O)c1oc2ccc(OC)cc2c1C)C1CCS(=O)(=O)C1 (stereo unspecified) | 3 | 8 | -1
CN(C(=O)c1cccc(NC(=O)Cc2ccc(NC(=O)C3CCCN(C(=O)CCc4ccccc4)C3)cc2)c1)C1CCC1 (stereo unspecified) | 0 | 5 | 7
CCOCCCN(C(=O)Cn1nnc2ccccc21)C(C(=O)NCc1ccco1)c1ccncc1 (stereo unspecified) | 5 | 5 | 8
COC(=O)C(CC(=O)CNC(=O)c1ccccc1)NC(=O)c1ccccc1 (stereo unspecified) | 2 | 1 | -2
CCOC(=O)C(=CNc1ccc(N2CCCCC2)c(S(=O)(=O)Nc2ccccc2OC)c1)C(=O)OCC | -1 | -3 | -4
CCN(CC)C(=O)CSc1nc2c(sc(=S)n2-c2ccccc2)c(=O)n1-c1ccccc1OC | 0 | 3 | 37*
Cc1ccc(CNS(=O)(=O)c2c(C)[nH]c(=O)[nH]c2=O)cc1 | 4 | 3 | 3
CSc1ccc(C(=O)Nc2cc(S(=O)(=O)N3CCOCC3)ccc2N2CCOCC2)cc1[N+](=O)[O-] | -1 | 2 | 9
O=C(NCCCN1C(=O)c2ccccc2C1=O)OCc1ccccc1 | 6 | 2 | -2
O=c1cc(SCc2ccc(Cl)cc2Cl)nc[nH]1 | 25* | 6 | 3
O=C(NNC(=O)c1ccc(Br)o1)c1ccc(NS(=O)(=O)c2cccs2)cc1 | 1 | 7 | 1
CCOC(=O)C1C(=O)CC(C)(O)C(C(=O)OCC)C1/C=C/c1ccccc1 (stereo unspecified) | 4 | 5 | 2
O=C(Nc1cccc(F)c1)Nc1ccc2c(c1)OCO2 | 4 | 9 | -2
COc1ccc(CCN(C)C/C=C/c2ccccc2[N+](=O)[O-])cc1OC | 0 | 3 | -2
Cc1ccc(CN2CCNC(=O)C2CC(=O)N(C)CCc2cnn(C)c2)cc1 (stereo unspecified) | -2 | 12 | -3
Cc1oc(/N=C/c2ccc(F)cc2)c(C#N)c1C | 4 | 9 | -2
O=C(Nc1cccc(C(=O)N2CCCC2)c1)C1CCCCC1 | 2 | 7 | 9
Cc1ccc(Nc2c(O)nc[nH]c2=O)cc1 | 6 | 5 | -2
CC(=O)Nc1ccc(NC(=O)c2cc(C3CC3)nc3c2cnn3C(C)C)cc1 | 2 | 9 | -1
Cc1cc(NC(=O)c2ccc(F)c(S(=O)(=O)N3CCCCC3)c2)no1 | -1 | 4 | 2
CCCCCCCCNc1ncnc2[nH]ncc12 | 5 | 10 | 8
CC(C)c1ccc(C(C)NC(=S)NC2CCCCC2)cc1 (stereo unspecified) | 15 | 7 | -1
NC(=O)c1ccsc1NC(=O)COC(=O)CCCOc1ccccc1 | -2 | 8 | -3
CCCN(Cc1nnc(-c2cccs2)o1)C(=O)CN1C(=O)NC2(CCCCC2)C1=O | 3 | 0 | 1
O=C(OCC(=O)N1CCc2ccccc21)c1cc(S(=O)(=O)N2CCOCC2)ccc1F | 1 | -2 | -2
Cc1cccc(N2CCN(C(=O)c3ccc4ncsc4c3)CC2)c1C | 5 | 7 | 2
O=C(O)c1ccc2c(c1)C(=O)N(c1ccc(Nc3ccccc3)cc1)C2=O | 4 | 0 | 6
CCN1C(=O)CSC1=Nc1ccccc1Cl | 4 | 2 | 9
CCOc1ccc(C(=O)N[C@H](C(=O)Nc2cccc(S(=O)(=O)N3CCOCC3)c2)C(C)C)cc1 | 4 | 3 | 3
Cc1cc2c(SCc3ccccc3Cl)nc(N)nc2nc1C | -6 | -13 | -18
CCN1C[C@@H]2[C@@H]3C(=O)N(Cc4ccccc4)C(=O)[C@@H]3[C@](CC)(C1=O)N2C(=O)c1ccc(Br)cc1 | -3 | -2 | 5
Cc1ccc(-c2cc(C(=O)N/N=C/c3c(C)nn(-c4ccccc4)c3C)[nH]n2)cc1 | -10 | -7 | -27
CCCn1cnc2c(SCCc3ccccc3)nc(N)nc21 | 8 | 7 | 1

The list goes on:
mol | PAFAH1B2 inh | PAFAH1B3 FP inh | PAFAH2 FP inh
Nc1nc(=S)c2[nH]c(=S)[nH]c2[nH]1 | 4 | 4 | 6
COc1cc(NC(=O)CN2C(=O)COc3ccccc32)cc(OC)c1 | 0 | -1 | -11
COc1cc(/C=C/C(=O)OCC(=O)N2CCN(S(=O)(=O)c3ccc(C)cc3C)CC2)ccc1OC(F)F | -6 | -11 | -1
CC(=O)c1ccc2c3c(cc(C)c2c1)CCCC3 | 3 | -1 | 2
O=C(N/N=C/c1coc2ccc(Cl)cc2c1=O)c1ccncc1 | -7 | 15 | -5
O=C(Nc1ccc(S(=O)(=O)Nc2ncccn2)cc1)c1cccc(Br)c1 | -1 | 3 | 4
CCc1nnc2c(NCCc3ccc(OC)c(OC)c3)nc3ccccc3n12 | 1 | 4 | 9
COc1ccccc1N(C)S(=O)(=O)c1ccc(Cl)c(C(=O)Nc2ccccc2N2CCOCC2)c1 | 3 | -3 | 3
NC(=O)c1nsc(C(=O)N(Cc2ccco2)C(C(=O)NC2CCCC2)c2ccc(O)cc2)c1N (stereo unspecified) | 6 | 1 | 1
CCN(CC(=O)Nc1ccccc1C(F)(F)F)C(=O)c1ccccc1OCc1ccc(F)cc1 | 0 | 8 | 6
Oc1cccnc1CN1CCOCC1 | -1 | -4 | -4
CC(C)(C)OC(=O)N(CCc1ccccc1)Cc1ccccc1OCc1ccc(NC(=O)C2CCC2)cc1 | -4 | -7 | -15

Bioassay records from PubChem BioAssay.
